Compound activity (PubChem)
GPR35 arrestin U2OS: GPR35 antagonists blocking zaprinast-driven arrestin recruitment, primary screen, imaging, U2OS, beta-arrestin-GFP, zaprinast agonist (AID 2058). G-protein coupled receptor 35 (Homo sapiens). U2OS GPR35 beta-arrestin-GFP translocation imaging, zaprinast antagonism; higher % means a stronger effect. inhibition, % at 10 µM, or IC50 in µM where a hit was titrated. hit rate 0.052% among 290,000;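 active means inhibition of at least 50% with at least 30 cells and total cytoplasm GFP at most 10,000,000; inconclusive means under 30 cells or total GFP of 10,000,000 plus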
Large T inhibition: SV40 large T antigen inhibitors, biochemical (AID 1903). SV40 large T antigen ATPase/helicase inhibition assay; higher % means a stronger effect. one-dose inhibition, % at 20 µM; IC50 in µM for titrated hits. hit rate 0.39% among 310,000; in the data active means a potency from the dose series; inconclusive means inhibition mostly from about 32% at the one dose, without a potency; inactive means the rest, 99 in 100 with inhibition below about 32%; further: strong numbers were not always called active
UTI89 phage lysis: inhibition of K1F phage lysis, E. coli UTI89, bacterial capsule biogenesis inhibitors, alamar blue (AID 488966); inhibition, % at 100 µM, or IC50 in µM where a hit was titrated; hit rate 0.02% among 340,000; E. coli UTI89 K1F phage lysis, alamar blue, 2 h; higher % means a stronger effect;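 active means phage lysis inhibition, versus mean bacterial control, above a set limit; inconclusive means no clear call, values can overlap the other calls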;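 further: capsule biogenesis inhibitors block K1F phage lysis so surviving cells raise fluorescence; higher fluorescence means more inhibition of phage lysis; actives were called in the ten point dose series up to 300 µM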
Salmonella PhoP GFP: inhibitors of PhoP regulon expression, primary screen, Salmonella Typhimurium, GFP reporter (AID 1863); hit rate 0.16% among 300,000; inhibition, % at 50 µM, or IC50 in µM where a hit was titrated; S. Typhimurium PhoP-regulated promoter GFP reporter, 4 h; higher % means a stronger effect;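 active means inhibition over 29.93%, a cutoff 3 SD above the screen mean, later confirmed by dose response; inconclusive means inhibition over 29.93% but no dose response follow-up; inactive means inhibition at most 29.93% or unconfirmed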;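 further: 0% = low Mg2+ inducing control and 100% = high Mg2+ repressing control; strong numbers were not always called active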
GPR55 LPI antagonism: GPR55 antagonists blocking LPI-driven arrestin recruitment, primary screen, imaging, U2OS, beta-arrestin-GFP, LPI agonist (AID 2013); G-protein coupled receptor 55 (Homo sapiens); U2OS GPR55 beta-arrestin-GFP translocation imaging, LPI antagonism; higher % means a stronger effect; inhibition, % at 10 µM, or IC50 in µM where a hit was titrated; hit rate 0.13% among 290,000;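 active means spots per cell inhibited over 60%, with over 100 cells counted and total cytoplasm intensity under 500,000; inconclusive means wells with under 100 cells, flagged as likely toxic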;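 further: U2OS cells stably carrying GPR55 and arrestin-GFP stimulated by 5 µM LPI near EC80; imaged beta-arrestin-GFP aggregate spots per cell after agonist stimulation; plate controls were LPI-stimulated DMSO wells for no effect and DMSO wells without LPI for full effect; some results filed as inactive read as strong as hits; confirmed hits need IC50 under 10 µM and bright autofluorescent wells are also inconclusive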
HIV fusion peptide: inhibitors of HIV fusion peptide binding, primary screen, biochemical, uHTS, fluorescence dequenching (AID 1986). cell-free peptide binding, fluorescence dequenching, 30 min; higher % means a stronger effect. inhibition, % at 20 µM; hits with a dose series show IC50 in µM. hit rate 0.3% among 290,000; in the data active means inhibition mostly above about 52%, no sharp cut-off; inactive means mostly below about 76%; further: some results filed as inactive read as strong as hits
NS5 inhibitors: Dengue-2 NS5 methyltransferase inhibitors, primary screen, biochemical, confirmation dose response (AID 588689). Genome polyprotein (Dengue virus type 2 (strain 16681-PDK53)). hit rate 0.3% among 340,000. Dengue-2 NS5 methyltransferase capping enzyme assay, biochemical; higher % means a stronger effect. inhibition, % at 25 µM, or IC50 in µM where a hit was titrated; in the data active means a potency from the dose series; inconclusive means inhibition above about 29% without an active follow-up result
RSV CPE inhibition: RSV antiviral activity via CPE protection, HEp-2 cells, primary 10 µM value included (AID 2391) | hit rate 0.13% among 310,000 | HEp-2 cells, RSV-induced CPE inhibition; higher % means a stronger effect | one-dose CPE inhibition, % at 10 µM; IC50 in µM for titrated hits; in the data active means a potency from the dose series; inconclusive means CPE inhibition mostly from about 23% at the one dose, without a potency; inactive means the rest, 99 in 100 with CPE inhibition below about 21%; further: strong numbers were not always called active
Rac1 GTP hydrolysis: MgcRacGAP GTPase-activating activity inhibitors, confirmation, biochemical, ADP Hunter fluorescence. Rac GTPase-activating protein 1 (Homo sapiens). MgcRacGAP-stimulated Rac1 GTP hydrolysis, ADP Hunter fluorescence; higher % means a stronger effect; GST-tagged Rac1 F28L mutant substrate. inhibition, % at 30 µM, or IC50 in µM where a hit was titrated. hit rate 0.6% among 340,000. AID 624330, 2012;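 active means first-screen hits whose inhibition reached a set limit at any dose in the follow-up dose series; inconclusive means inhibition above the set first-screen limit but never retested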;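 further: fluorescence reports GDP produced by GAP-driven GTP hydrolysis; strong numbers were not always called active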
NS5 inhibitors pilot replicate: second read-out of NS5 inhibitors, no call of its own (marks repeat the call); inhibition, %; measured here: pilot screen replicate inhibition
* = called active by the depositor; ? = inconclusive; · = no result given; [ ] = remark or other dose.

SMILES	GPR35 arrestin U2OS	Large T inhibition	UTI89 phage lysis	Salmonella PhoP GFP	GPR55 LPI antagonism	HIV fusion peptide	NS5 inhibitors	RSV CPE inhibition	Rac1 GTP hydrolysis	others
COc1cc(NC(=O)c2cc(-c3ccco3)on2)c(OC)cc1Cl	19.0%	2.2%	1.2%	-5.6%	7.8%	-4.0%	-4.0%	1.7%	-0.5%
CCN(CC)c1ccc(S(=O)(=O)N2CCOCC2)cc1NC(=O)COC(=O)/C=C/c1ccc(C)o1	·	22.0%	-1.1%[50 µM]	-6.7%	·	·	1.4%	-0.1%	2.1%
Cc1c(CN2CCC(C)CC2)c(=O)n(-c2ccccc2)n1C	-14.7%	3.7%	3.1%	-7.9%	-0.8%	0.7%	-7.2%	1.0%	5.0%
Cc1cc(C)c2c(c1)/C(=N/NC(=S)Nc1ccc(F)cc1)CCC2	-7.7%	8.0%	-0.2%	19.5%	7.1%	-1.4%	-0.8%	0.5%	11.5%
Cc1ccc(-c2csc(=S)n2CC(=O)OCC(=O)NC(C)C(C)C)cc1 (centres undefined)	18.7%	22.7%	-1.8%	-4.4%	·	-2.1%	-0.7%	-2.1%	1.4%
CCCS(=O)(=O)N1CCCC(C(=O)NCCCN2CCN(c3ccccc3F)CC2)C1 (centres undefined)	10.9%	17.7%	1.4%	-12.2%	34.2%	-1.8%	-4.8%	-0.3%	9.6%
O=C(COc1ccccc1)NCC(c1ccco1)N1CCN(c2ccccc2F)CC1 (centres undefined)	·	13.1%	0.3%[50 µM]	-1.6%	·	·	4.4%	0.9%	5.8%
COc1cccc(CNC(=O)C(C)n2ccc3cc(S(=O)(=O)N4CCCC4)ccc32)c1 (centres undefined)	9.1%	-14.4%	0.2%	7.6%	-14.3%	0.2%	-8.8%	3.4%	7.1%
CCC(CC)C(=O)N=C1SC2CS(=O)(=O)CC2N1CCc1ccc(OC)c(OC)c1 (centres undefined)	3.8%	10.8%	3.9%	-1.6%	1.3%	-0.5%	-0.8%	·	8.5%
COc1ccc(Cc2nnc(N=Nc3c(O)[nH]c4ccc(Br)cc34)[nH]c2=O)cc1	-1.7%	25.9%	0.1%	3.4%	2.5%	47.6%	13.7%	?	0.5%
COc1ccc(NC(=O)Nc2cccc(OC)c2)cc1	·	·	-2.0%	·	·	·	-28.7%	0.5%	4.1%
O=C(CSc1nnc(-c2ccccn2)n1Cc1ccco1)c1ccc(Cl)cc1	20.5%	8.2%	0.0%	-0.5%	14.9%	4.6%	-2.0%	0.7%	13.7%
CCOCCCNC(=O)/C(C#N)=C/c1cc(OC)c(O)c([N+](=O)[O-])c1	-12.1%	1.4%	-0.3%	5.8%	-7.8%	-2.0%	4.7%	-1.1%	10.9%
C/C(=N\OCC(=O)Nn1c(=O)[nH]c2ccccc2c1=O)c1ccccc1	-1.2%	6.8%	4.1%[50 µM]	-16.7%	-1.5%	1.6%	1.9%	-0.1%	10.5%
O=C(NCCCO)NC12CC3CC(CC(C3)C1)C2	2.1%	-2.2%	0.5%	6.9%	-14.4%	-1.8%	-6.8%	0.2%	3.7%
CCCCn1nc(NC(=O)CC(C)C)c2cc3cc(OC)ccc3nc21	-9.1%	10.6%	-0.7%[50 µM]	-4.1%	-2.3%	1.8%	-3.9%	0.9%	6.8%
N/C(Cc1ccc(Cl)cc1Cl)=N\OC(=O)c1cccs1	26.7%	4.5%	1.3%	-4.5%	16.8%	0.7%	-9.0%	4.6%	9.4%
CC(=O)NCC(=O)N[C@@H](CC(=O)OCc1ccccc1)C(=O)OCc1ccccc1	9.6%	1.8%	1.5%	-0.8%	7.2%	-1.8%	0.8%	-0.3%	8.4%
CCNC(=O)NC1c2ccccc2CSc2ccccc21 (centres undefined)	·	2.6%	0.2%	·	·	·	-3.1%	0.3%	11.5%
CN(CC(=O)Nc1cccc(F)c1)CC(=O)Nc1cccc(S(N)(=O)=O)c1	-3.3%	-5.3%	-1.3%[50 µM]	-1.3%	-14.5%	2.0%	-1.7%	0.2%	4.3%
Cc1occc1C(=O)Nc1nccs1	2.9%	6.9%	-0.1%	3.6%	9.3%	2.9%	-1.2%	1.2%	9.4%
COc1ccc2cc3cc(C(=O)Nc4ccccc4N4CCN(C)CC4)oc3nc2c1	9.9%	2.3%	1.2%	11.9%	36.1%	-0.2%	-2.4%	-0.7%	14.0%
O=C(c1ccco1)N1CCN(C(c2coc3ccc(Cl)cc3c2=O)c2nnnn2C2CCCC2)CC1 (centres undefined)	·	·	0.0%	·	·	·	-6.9%	-1.9%	9.8%
CCC(c1nnnn1Cc1ccc2c(c1)OCO2)N1CCN(CC)CC1 (centres undefined)	28.6%	12.4%	0.2%	2.7%	3.9%	-0.7%	-7.0%	-0.3%	9.3%
O=C(c1ccc(OC2CCN(CCO)CC2)cc1)N1CCCC1	10.2%	15.7%	2.2%[50 µM]	-4.0%	5.6%	-0.4%	1.3%	-0.3%	8.8%
Cc1[nH]c(=S)c(C#N)c(C)c1Cc1ccc(Cl)cc1Cl	1.6%	18.7%	2.0%	-11.4%	5.7%	2.9%	-12.4%	4.4%	4.2%
N#Cc1cnn2c3c(cnc12)C(=O)N1CCc2ccccc2C1C3 (centres undefined)	-8.5%	7.0%	0.8%	3.3%	3.4%	-0.3%	-2.2%	1.8%	-3.2%
COc1cccc(CNC(=O)CCC2CCCN(Cc3cc4ccccc4o3)C2)c1 (centres undefined)	12.7%	6.0%	-2.8%	7.7%	20.7%	-1.4%	2.9%	-0.6%	3.2%
Cc1ccc(C(=O)NC2CCCc3c2cnn3-c2ccc(F)cc2F)cn1 (centres undefined)	-3.2%	4.1%	0.2%	-1.5%	14.6%	0.8%	-14.7%	-0.8%	6.3%
COCCN(CC(=O)Nc1cccc(C)c1C)C(=O)Cn1c(=O)cnc2ccccc21	·	·	0.8%[50 µM]	·	·	·	0.7%	-0.7%	1.9%
CC(C(=O)N(C)C1CCS(=O)(=O)C1)N1C(=O)/C(=C/c2ccco2)SC1=S (centres undefined)	16.3%	?	-0.2%	-6.8%	4.9%	24.8%	33.6%	0.3%	20.7%
COc1ccc(CN2C(=O)c3ccccc3C2C(=O)NC2CCC(C)CC2)c(OC)c1 (centres undefined)	8.1%	8.5%	-0.1%	-2.1%	6.0%	3.1%	-7.9%	-0.9%	7.8%
CCCOc1ccc(-c2nnc(N)s2)cc1	10.8%	10.2%	-1.2%	1.1%	1.3%	3.0%	4.0%	4.0%	7.1%
CCN(CC)c1c2c(c(C#N)c3nc4ccccc4n13)CCC2	-7.5%	8.1%	0.7%	-2.1%	19.1%	4.0%	2.0%	1.9%	3.7%	NS5 inhibitors pilot replicate=-2.3
COc1ccc(OC)c(S(=O)(=O)Nc2c(C)n(C)n(-c3ccccc3)c2=O)c1	-7.6%	1.1%	0.2%	-0.9%	0.5%	-1.0%	-1.6%	-0.7%	6.9%
CC1(C)Cc2c(c(N3CCOCC3)nc3sc4c(NCc5ccccc5)nnnc4c23)CS1	-10.2%	10.1%	0.0%	-18.4%	-9.8%	0.1%	-9.0%	1.0%	13.7%
O=C(NCc1cccnc1)NC(=O)c1ccc(Cl)cc1	6.8%	8.9%	0.0%	3.4%	5.8%	-1.6%	-1.0%	0.0%	6.1%
CCOC(=O)Cc1csc(NC(=O)CSc2ccc(Br)cc2)n1	7.3%	9.8%	-0.1%	1.0%	17.8%	3.0%	-7.3%	?	-5.7%
Cn1c(SCC(=O)N2CCCCCC2)nnc1-c1ccco1	-5.1%	5.4%	-0.1%	0.8%	-0.8%	-0.3%	3.2%	0.7%	0.8%
O=C(Nc1cccc2ccccc12)c1ccc([N+](=O)[O-])cc1	-0.3%	-4.1%	-0.5%	1.9%	-1.3%	0.1%	0.0%	0.9%	1.2%
O=C(Cn1c(NCCCO)nc2ccccc21)c1ccc(Cl)cc1	4.8%	4.7%	0.1%	-5.6%	3.1%	0.5%	-11.1%	1.3%	0.2%	NS5 inhibitors pilot replicate=-3.7
Cc1cc(SC(C)C(=O)O)nc2ccccc12 (centres undefined)	-11.1%	9.3%	0.2%	3.1%	-6.1%	0.1%	-6.2%	1.3%	6.3%
CN(C)S(=O)(=O)c1ccc(Cl)c(NC(=O)CN2C(=O)NC(C)(C3CC3)C2=O)c1 (centres undefined)	8.0%	2.1%	0.0%	·	2.5%	-1.1%	-6.2%	0.4%	9.6%
O=C(Nc1cccc(-n2cnnn2)c1)c1cc2ccccc2o1	-7.1%	13.3%	1.4%[50 µM]	-2.1%	6.8%	-3.0%	-1.9%	0.7%	1.0%
CCCc1nc2ccccc2c(NC(=O)CN(CC)CC)c1CC	-11.3%	0.9%	-0.4%	-2.5%	7.9%	2.2%	3.6%	0.0%	18.1%
O=C(/C=C/c1c(Cl)cccc1Cl)NCc1ccco1	14.8%	3.6%	2.6%	7.8%	8.2%	0.9%	-0.7%	1.2%	1.2%
O=C(Nc1sc2c(c1C(=O)O)CCCC2)c1ccc(F)cc1	-1.7%	14.7%	-0.3%	-3.0%	22.8%	10.5%	-0.8%	18.8%	30.5%
Cc1cc(C)n2nc(-c3cccc(Br)c3)cc2n1	0.5%	5.5%	-0.4%	0.3%	-11.0%	1.7%	-7.4%	?	4.4%
Cc1ccc(NC(=O)CN2C(=O)N/C(=C/c3ccc4c(c3)OCCO4)C2=O)cc1	-12.5%	6.7%	0.2%	-1.3%	9.3%	1.4%	2.4%	0.9%	0.8%
CCOc1cc(CNCc2ccccc2)ccc1OCc1ccc(Cl)cc1	-16.3%	0.6%	0.4%	5.4%	13.5%	-1.3%	2.6%	8.9%	5.2%
COc1ccc(Nc2nc(Cl)c(C=O)s2)cc1	-2.0%	12.0%	0.4%	-0.1%	-5.7%	13.2%	-65.4%	2.0%	7.5%
CC(C)N(Cc1ccccc1)C(=S)Nc1ccc(OC(F)F)cc1	-2.3%	7.5%	7.5%	13.7%	6.0%	-1.7%	-5.8%	0.2%	9.3%
